Source: PubChem (several laboratories)
Autophagy mod: autophagy modulators in MEF cells, primary screen, imaging, high-content, MEF GFP-LC3. MEF GFP-LC3 puncta imaging; test concentration mostly 10 µM. calls only at 10 µM (by protocol). actives 0.98% (n = 190,000). AID 463193, 2010;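 active = percentage of spot-positive cells more than 3 SD above its plate mean, without a fluorescence outlier flag or 80% toxicity; inconclusive = no clear call, values can overlap the other calls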;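 also: spot-positive cell cutoff set from DMSO-treated cells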
T cell modulator: modulators of CD8 T cell-vesicle binding, primary screen, mouse 2C CD8+ T cells, flow cytometry | actives 0.068% (n = 330,000) | 2C CD8+ T cell-vesicle binding; active compounds read low | calls only at 7 µM;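 active = response, share of CD8 T cells binding vesicles, and their 90th percentile fluorescence all below set limits, cut at about 80% in these data, passing the limit was not always enough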
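Also added: QL9-peptide-loaded Drosophila micro-vesicles bearing Ld, ICAM-1 and B7-1; Test system: purified 2C TCR transgenic mouse naive CD8+ T cells; Measured by: cytometric PE anti-B7-1 and Alexa647 anti-CD8 signals after 1% paraformaldehyde fixation; Timing: binding step 1.5 h, 37 °C, antibody labelling 20 min, ice.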
MT stabilize HCS: microtubule stabilizers in HeLa cells, primary screen, imaging, high-content imaging; HeLa tubulin immunostaining HCS, 24 h; share of cells brighter than vehicle mean+2SD; % tubulin-high responders, % at 10 µM; actives 0.83% (n = 200,000);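 active = plate Z-score above 3 for both tubulin-high and condensed-nucleus cell shares, with cell loss under 80%, at 10 µM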;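 also: anti alpha tubulin signal scored within the nucleus-defined area of each cell; some results filed as inactive read as strong as hits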
Myeloid diff MLP: induction of myeloid progenitor differentiation, primary screen, cell-based, flow cytometry, MLPCN library. ER-HoxA9 myeloid progenitors, lysozyme-GFP differentiation. calls only at 10 µM. actives 1% (n = 360,000);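 active = normalized GFP-positive differentiation at or above the plate's own cutoff, the solvent-only control mean plus 3 SD; inconclusive = no clear call, values can overlap the other calls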;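 also: cells exposed to compound for four days before flow analysis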
Hep lipid drop: inhibitors of hepatocyte lipid droplet formation, primary screen, imaging, high-throughput imaging, BODIPY stain | actives 0.4% (n = 240,000) | AML12 mouse hepatocytes, oleate lipid droplets | inhibition, % at 6.5 µM;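 active = lipid droplet intensity inhibited by at least 50%, with more than 500 cells counted; inconclusive = wells with under 300 cells, treated as cytotoxic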
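Assay system: AML12 hepatocytes (mouse) / Also added: 100 µM oleic acid challenge / Times: overnight treatment with compound plus oleate / Detection: high-content imaging of BODIPY-stained droplets and DAPI nuclei / Evaluation: % inhibition of lipid droplet signal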
b-catenin transl: modulators of beta-catenin nuclear translocation, primary screen, imaging, HeLa cells, immunofluorescence, high-content | nuclear translocation activity, % at 5 µM | actives 0.3% (n = 190,000) | AID 1665, 2009;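 active = nuclear translocation activity above 50% at 5 µM, with a well cell count of 50 or more; inconclusive = wells under 50 cells across six images, flagged as toxic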;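 also: per-cell ratio of nuclear to cytoplasmic median beta-catenin stain intensity; plate controls were DMSO negative control for no effect and GSK-3 inhibitor IX positive control for full effect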
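Test system: HeLa cells, endogenous beta-catenin; Compound: single 5 µM dose plus 0.02–20 µM confirmation series; Times: compound exposure 24 h at 37°C; Signal: fluorescence imaging of beta-catenin antibody stain plus DAPI; Read-out: % activation, nuclear-to-cytoplasmic median beta-catenin signal ratio per cell.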
WT yeast gro inh: growth inhibition of WT strain, primary screen, mitochondrial fusion inhibitor project, WT and mutant strains, chemical genetic; actives 2.1% (n = 190,000); mitochondrial fusion phenotypic screen; AID 1362, 2008; inhibition, % at 10 µM; in the data active = inhibition above about 58%; tested in S. cerevisiae
West Nile antiviral: West Nile virus antiviral activity, cell-based, CPE readout (AID 1621). actives 0.02% (n = 290,000). West Nile virus-infected cells, CPE inhibition; higher % means a stronger effect. CPE inhibition, % at 10 µM; hits with a dose series show IC50 in µM; in the data active = a potency from the dose series; inconclusive = CPE inhibition mostly from about 3.7% at the one dose, without a potency; inactive = the rest, 99 in 100 with CPE inhibition below about 2.2%; also: strong numbers were not always called active
Insulin prom up: insulin promoter activators in MIN6 cells, imaging, high-content screening, mouse beta cells | AID 1625, 2009 | actives 0.3% (n = 190,000) | z-score at 5 µM | MIN6 insulin promoter-GFP reporter; active compounds read high;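 active = z-score above 3 at 5 µM with at least 500 cells counted in the well; inconclusive = wells under 500 cells, flagged as cytotoxic or low count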
WT yeast gro inh mutant strain: further read-out of WT yeast gro inh, marked with its call; inhibition, %; mitochondrial fusion phenotypic screen, mutant strain inhibition
Insulin prom up cell count: further read-out of Insulin prom up, marked with its call; cell count; measured here: cytotoxicity, nuclei count;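 total cells summed across four imaged fields per well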
Hep lipid drop cells 6.5 µM: also measured in Hep lipid drop; calls as there; cell count; measured here: cell count, cytotoxicity flag;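 cells counted across two imaged fields per well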
b-catenin transl cell count 5 µM: also measured in b-catenin transl; calls as there; cell count; measured here: cell count, cytotoxicity flag
T cell modulator vesicle-bound %: second read-out of T cell modulator, no call of its own (marks repeat the call); double positive events, %; measured here: CD8+ vesicle-bound cell fraction;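 binding gate set so that unloaded-vesicle control wells show 10% double positive cells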
MT stabilize HCS Hoechst-high %: second read-out of MT stabilize HCS, no call of its own (marks repeat the call); % Hoechst-high responders; measured here: nuclear condensation Hoechst responders;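 share of cells brighter than vehicle mean plus two SD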
MT stabilize HCS cytotoxicity %: further read-out of MT stabilize HCS, marked with its call; toxicity, %; measured here: cytotoxicity by cell density;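 0% = mean cell density of plate MIN control wells and 100% = no cells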
Autophagy mod cell loss 18 h: further read-out of Autophagy mod, marked with its call; toxicity, %; measured here: cell loss, nuclei count;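 cell loss after 18 h compound exposure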
Myeloid diff MLP GFP+ MAC1+ %: recorded beside Myeloid diff MLP, whose call it bears; GFP+ MAC1+ double positive, %; measured here: differentiation confirmed by MAC1 staining
The depositor's hits bear a star; i = inactive; u = inconclusive; x = not tested or not shown.

SMILES	Autophagy mod	Autophagy mod cell loss 18 h	T cell modulator	T cell modulator vesicle-bound %	MT stabilize HCS	MT stabilize HCS Hoechst-high %	MT stabilize HCS cytotoxicity %	Myeloid diff MLP	Myeloid diff MLP GFP+ MAC1+ %	Hep lipid drop	Hep lipid drop cells 6.5 µM	b-catenin transl	b-catenin transl cell count 5 µM	WT yeast gro inh	WT yeast gro inh mutant strain	West Nile antiviral	Insulin prom up	Insulin prom up cell count
CC1(C)CC(=O)C2=C(C1)NC(=O)CC2c1ccc(F)cc1 (stereo not drawn)	i	-9	i	1	1.9	1.2	5.3	i	1.0	x	x	2.9	1419	8	-11	0.0%	0.08	1606
Cc1cccc(C(=O)c2c(N)sc3c2CCC(C)C3)c1 (stereo not drawn)	i	7	i	29	6.2	9.8	0.4	i	2.8	-6	689	-0.4	1014	5	1	-0.8%	0.02	1545
Cc1ccc([N+](=O)[O-])cc1-c1ccc(/C=N\n2nnnc2N)o1	i	-6	i	58	9.8	4.9	11	i	0.1	6	676	-7.5	415	-6	-13	1.5%	-0.86	1371
CCc1cccc(CC)c1NC(=O)COC(=O)c1ccc2c(c1)S(=O)(=O)c1ccccc1C2=O	i	-13	i	46	2.3	3.1	7.4	i	1.5	20	661	-2.3	1137	-2	-1	-0.4%	-0.24	1369
CC1Sc2ccc(S(=O)(=O)N3CCN(c4cccc(Cl)c4)CC3)cc2NC1=O (stereo not drawn)	x	x	i	38	x	x	x	i	0.0	-2	692	x	x	x	x	-0.8%	x	x
COc1ccc(C(=O)Nc2ccnn2C2CCN(C(=O)c3cnsn3)CC2)cc1	x	x	i	71	x	x	x	i	1.3	-14	832	x	x	x	x	-0.4%	x	x
Nc1nnc(CC(=O)N/N=C/c2ccccc2OCc2ccc(F)cc2)s1	x	x	i	45	x	x	x	i	0.4	-6	677	0.9	1324	x	x	0.7%	x	x
COC(=O)CCCC1=CC2=C(c3ccccc3)C(=O)C(C)(OC(=O)C3CCCC3)C(=O)C2=CN1CC(C)C (stereo not drawn)	x	x	i	58	x	x	x	i	1.1	39	647	1.6	1094	x	x	-0.7%	-1.9	575
COC(=O)c1ccc(C(=O)NC2CCCc3c2cnn3-c2ccccc2F)nc1 (stereo not drawn)	x	x	i	18	x	x	x	u	x	-3	748	x	x	x	x	0.5%	x	x
Cc1cccc2cc(C#N)c(SCC(=O)NCC3CCCO3)nc12 (stereo not drawn)	i	0	i	0	3.7	2.2	5.4	i	2.5	-17	721	-0.6	1043	2	-8	0.4%	0.52	1275
Cc1ccc(S(=O)(=O)Nc2ccc(Cl)cn2)cc1C	x	x	i	66	x	x	x	i	0.2	14	853	x	x	x	x	-0.2%	x	x
O=C(COC(=O)c1cccs1)NCC1CCCCC1	i	12	i	56	2.4	1.9	4.7	i	0.1	-17	670	-0.7	1063	-11	14	-0.2%	-0.43	1151
O=C1c2ccccc2N2C(=O)c3ccccc3C2N1Cc1ccccc1 (stereo not drawn)	x	x	i	19	x	x	x	i	0.2	-15	749	-0.7	1314	x	x	-0.1%	-0.3	954
CCN(CC)c1ccc(C2C(C(=O)OCCOC)=C(C)NC3=C2C(=O)CCC3)cc1 (stereo not drawn)	i	11	i	11	3.6	2.4	6.2	i	0.7	8	621	-1.0	1106	-1	-4	0.0%	0.19	1935
COc1ccc(-c2csc3nc(-c4cccnc4)nc(N4CCC(C(N)=O)CC4)c23)cc1OC	i	-2	i	58	7.0	13	8.2	i	0.7	1	660	-0.7	859	-16	-8	0.8%	0.77	1293
C[N+]1(CCOS(=O)C23CC4CC(CC(C4)C2)C3)CCOCC1 (stereo not drawn)	i	7	i	25	3.5	2.1	0.7	i	1.4	x	x	3.8	1114	9	-9	0.2%	0.69	1039
COc1ccccc1NS(=O)(=O)c1cc(NC(=O)c2ccc(=O)[nH]c2)ccc1N1CCOCC1	i	3	i	17	1.7	1.7	0.5	i	0.7	-3	643	-4.1	583	-4	-19	-0.1%	-4.5	570
CC1=C(C(=O)Nc2ccccn2)C(c2cccnc2)n2nnnc2N1 (stereo not drawn)	i	9	x	x	4.5	3.6	7.5	i	0.9	x	x	-2.4	1292	50	25	0.0%	-0.03	1537
CCCc1nnc(NC(=O)c2cccc(OC)c2)s1	i	11	x	x	6.4	1.8	2.9	i	4.5	x	x	-3.1	895	20	22	-0.1%	0.2	1077
Cc1cccc(-n2c(N)cc(=O)[nH]c2=S)c1	i	-9	i	11	4.3	2.8	10	i	0.8	x	x	-0.8	1093	-9	4	0.0%	1.2	1281
CN(C(=S)NC(=O)c1ccccc1)C1CCCCC1	x	x	i	11	x	x	x	i	0.3	0	785	x	x	x	x	-0.4%	x	x
COc1cc2c(cc1OC)C(CC#N)=NC(C)(C)C2	i	-9	i	47	0.7	0.7	8.5	i	0.8	-2	804	x	x	-9	-1	0.4%	-0.74	966
O=C(Oc1ccc(N(C(=O)c2ccncc2)S(=O)(=O)c2ccc(F)cc2)cc1)c1ccncc1	i	-42	i	63	2.6	2.1	4.5	i	0.8	2	726	-1.8	1192	-9	7	1.1%	0.45	1354
Cc1nc(-c2ccc(S(=O)(=O)N3CCN(c4cccc(C)c4C)CC3)cc2)co1	x	x	i	10	x	x	x	i	3.4	-16	731	x	x	x	x	-0.1%	x	x
N#CC(C#N)=C1C=CC=CN1/C(=C\c1ccco1)C(=O)c1ccc(Br)cc1	i	1	i	50	3.6	3.1	2.8	u	x	-2	691	4.7	1047	71*	43*	-1.6%	u	x
Additional entries
SMILES	Autophagy mod	Autophagy mod cell loss 18 h	T cell modulator	T cell modulator vesicle-bound %	MT stabilize HCS	MT stabilize HCS Hoechst-high %	MT stabilize HCS cytotoxicity %	Myeloid diff MLP	Myeloid diff MLP GFP+ MAC1+ %	Hep lipid drop	Hep lipid drop cells 6.5 µM	b-catenin transl	b-catenin transl cell count 5 µM	WT yeast gro inh	WT yeast gro inh mutant strain	West Nile antiviral	Insulin prom up	Insulin prom up cell count
CCn1ccnc1CN1CCN(CCC(C)C)C(CCO)C1 (stereo not drawn)	i	-5	i	0	2.8	1.2	8.4	i	0.3	0	637	3.1	1057	-11	-3	-0.2%	-0.05	1478
Cc1nn(C(=O)c2cccnc2)c(C)c1Sc1ccccc1	i	8	i	35	3.0	3.1	10.0	i	0.0	-14	518	-1.0	954	3	-12	-0.1%	x	x
N#Cc1c(/N=C/c2ccco2)oc(-c2ccccc2)c1-c1ccccc1	i	10	i	48	3.4	1.8	6.0	i	0.1	-5	672	-0.2	1129	11	11	x	-0.21	1219
CCOC(=O)C1(CCOC)CCN(C(=O)c2ccccc2-c2cccc(C)c2)CC1	i	16	i	42	1.7	2.9	7.5	i	0.3	-14	589	1.6	1035	0	-10	-0.2%	-0.14	1512
Cc1cc(C)n(-c2nc(NCCCN(C)C)c3c4c(sc3n2)COC(C)(C)C4)n1	x	x	i	26	x	x	x	i	0.9	18	767	-2.0	1308	x	x	1.1%	-0.1	941
FC(F)(F)Oc1ccc(Nc2nc(N3CCOCC3)nc(N3CCOCC3)n2)cc1	x	x	i	43	x	x	x	i	1.1	21	646	x	x	x	x	-0.2%	x	x
CC(=O)c1ccc(N2CC(C)(C)C2=O)cc1	i	4	i	36	2.2	1.4	0.9	i	0.2	1	705	-4.0	1095	8	-6	x	-0.09	1223
N#C[C@@H]1[C@@H]2C(=O)N(c3ccc4c(c3)OCCO4)C(=O)[C@@H]2C2c3ccccc3C=CN21 (stereo partly drawn)	i	-5	i	32	1.6	2.5	11	x	x	-1	747	-3.8	1229	-13	-10	0.1%	0.24	984
CCCN1CNc2c(c(=O)[nH]c(=S)n2-c2ccccc2Cl)C1	i	0	i	24	2.4	2.2	7.6	i	0.9	-4	753	x	x	3	-9	2.3%	0.55	1104
COc1nccnc1NS(=O)(=O)c1ccc(N=Cc2c(C)[nH]n(-c3ccc(Cl)cc3)c2=O)cc1	i	8	i	45	3.7	2.8	5.8	x	x	-14	674	-1.0	960	7	3	-0.2%	0.06	1315
Cc1ccc(C(=O)N2N=C(c3ccc(Br)cc3)CC2c2ccccc2O)cc1 (stereo not drawn)	x	x	i	61	x	x	x	i	0.1	16	819	x	x	x	x	-0.1%	x	x
CC(=O)c1cccc(NC(=O)C2CCN(S(=O)(=O)c3cccs3)CC2)c1	i	-4	i	46	3.0	1.6	6.8	i	0.4	4	813	x	x	15	-6	x	-0.41	958
Cc1ccc(NC2=NC(c3ccccc3)n3c(nc(C)cc3=O)N2)cc1 (stereo not drawn)	i	-7	i	31	3.1	1.6	3.9	i	0.5	-7	573	-0.9	1004	22	3	-0.3%	0.13	1637
O=C(O)C(Cc1c[nH]c2ccccc12)NS(=O)(=O)c1ccc(Br)cc1 (stereo not drawn)	x	x	i	18	x	x	x	i	0.9	11	850	x	x	x	x	1.4%	x	x
Cc1cc(C)n(C(=O)CN(C)S(=O)(=O)c2ccc([N+](=O)[O-])cc2)n1	x	x	i	18	x	x	x	i	0.7	-3	807	x	x	x	x	-0.1%	x	x
